Screening results: PubChem BioAssay, National Center for Advancing Translational Sciences (NCATS)
S3 lipid droplet = qHTS Assay for Lipid Storage Modulators in Drosophila S3 Cells. Drosophila S3 cells, BODIPY lipid droplet fluorescence, 18-24 h; cells fed with added oleic acid. lipid storage change, negative = inhibition, % at the top dose, mostly 46.1 µM; hits show Potency in µM. 320,000 tested, 0.64% active. AID 2685; active means well fitted inhibition curve with a large enough effect in the signal ratio, with a control signal flat, not every such curve was filed as active; inconclusive means small, poorly fitted or top-dose-only effect, or effect the other way, or a change in a side signal; the % refers to the signal ratio
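Drosophila S3 cells got compounds at several concentrations plus oleic acid (400 uM solution). Laser-scanning cytometry with 488 nm excitation read lipid droplets at 500-530 nm and cells at 575-640 nm. Percent activity was relative to 20 uM Triacsin C.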
S3 lipid droplet cell count max = further read-out of S3 lipid droplet, marked with its call; cell number change, %; measured here: cell count max response;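 cells counted by Cell Tracker Red CMTPX staining in the red channel; peak over a dose series mostly up to 46.1 µM; percent activity relative to internal control wells on each plate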
* hit, by the source's call; i = inactive; ? = inconclusive; nt = no result given; [ ] = remark or other dose. On the % scale 0 is the no-effect control and ±100 the full control effect; potency means the concentration at half of the fitted maximal effect.

SMILES | S3 lipid droplet | S3 lipid droplet cell count max
CCOC(=O)C(C(C)C)C(N)Cc1ccc(F)cc1 (stereo not given) | 4.2% | 14.1
COc1ccc(-c2cn3nc(C)c(C)nc3n2)cc1OC | ? | nt
O=C(COC(=O)c1ncc(Cl)c(Cl)c1Cl)NCc1ccccc1 | 1.2% | -21.4
COC(C(=O)Nc1ccc(S(=O)(=O)Nc2cccc3ccccc23)cc1)c1ccccc1 (stereo not given) | ? | nt
O=C(/C=C/c1ccc(O)c([N+](=O)[O-])c1)c1ccc2ccccc2c1 | ? | nt
CC(=O)c1cccc(S(=O)(=O)Nc2ccc3nc(C)sc3c2)c1 | ? | nt
COC(=O)C1=C(C)NC(C)=C(C(=O)OC(C)C)C1c1cccc2nonc12 (stereo not given) | 3.8% | 2.6
O=C(c1ccc2nc[nH]c2c1)N1CCN(c2cccc(Cl)c2)CC1 | ? | nt
O=C(/C(=C/c1ccncc1)n1ccnc1)c1ccc(Cl)cc1Cl | ? | nt
CN(C)S(=O)(=O)c1cccc(NC(=O)c2ccc3c(c2)OCCO3)c1 | 1.0% | -12.3
COc1ccc(/C=N/NC(=O)C(=O)N2CCCC2)cc1 | 3.3% | 11.8
Cc1cccc2c1NC1(CCCC1)CC2C (stereo not given) | ? | nt
N=c1c(C(=O)NC2CCCC2)cc2c(=O)n3ccccc3nc2n1CC1CCCO1 (stereo not given) | ? | nt
COCc1nnc(NC(=O)c2ccc(NC(C)=O)cc2)s1 | 2.6% | -1.5
Cc1sc(NC(=O)c2ccco2)c(C(c2ccc(F)cc2)N2CCN(C)CC2)c1C (stereo not given) | ? | nt
COc1cc(/C=N/NC(=O)/C(=C/c2ccccc2)CCO)ccc1O | 11.4% | -0.9
CC(=O)c1ccc(S(=O)(=O)N2CCCCC2C(=O)O)cc1 (stereo not given) | ? | nt
Cc1nc(-c2ccc(F)cc2)c(CC(=O)N2CCN(S(=O)(=O)c3ccc(F)cc3)CC2)s1 | ? | nt
O=C(CCN1CCN(c2ccccc2)CC1)c1ccc(Br)cc1 | -0.1% | 10.7
O=C(c1ccccc1)c1ccc(OCCn2cnc3ccccc3c2=O)cc1 | -24.4% | -14.3
Cn1c(SCC(=O)NCCc2ccccc2)nnc1-c1ccncc1 | ? | nt
CCn1c(N2CCN(C(=S)NCCc3ccccc3)CC2)nc2ccccc21 | ? | nt
CC(=O)N1CCN(CC(=O)O)CC1 | -1.7% | 6.5
CCOC(=O)C1(CCCc2ccccc2)CCN(Cc2cn(CC)nc2C)CC1 | -16.5% | -8.5

Compound profiles, as listed above:
CC(=O)N1CCN(CC(=O)O)CC1 as listed: S3 lipid droplet: -1.7%; S3 lipid droplet cell count max: 6.5
CC(=O)c1ccc(S(=O)(=O)N2CCCCC2C(=O)O)cc1 (stereo not given) as listed: S3 lipid droplet: ?; S3 lipid droplet cell count max: nt

The list goes on.
SMILES | S3 lipid droplet | S3 lipid droplet cell count max
Cc1cccc(NC(=S)N/N=C/c2ccc3c(c2)OCO3)c1 | ? | nt
CCCCNC(=O)Oc1ccc(C(=O)N2c3ccccc3NC(=O)C2C)cc1 (stereo not given) | ? | nt
CCc1[nH]nc2c1C(c1ccncc1)C(C#N)=C(N)O2 (stereo not given) | ? | nt
Cc1ccnc(NC(=O)CCC(=O)N(CC(=O)NCc2ccc(F)cc2)Cc2ccccc2)c1 | ? | nt
Cc1ccc(-c2nc3cnccn3c2Nc2ccc3c(c2)OCO3)cc1 | ? | nt
CC(C)(NO)/C(=N\O)c1ccc(Cl)cc1 | ? | nt
CCN1C(=O)[C@H]2[C@@H](c3ccc(C)cc3)N3C(=O)N(c4cccc(Cl)c4)C(=O)[C@@]3(CC)[C@H]2C1=O | ? | nt
CC(C)c1nnc(NC(=O)c2cccc(-n3cnnn3)c2)s1 | 6.0% | -0.9
CC(NC(=O)C(=O)NCCN1CCN(C(=O)c2ccc([N+](=O)[O-])cc2)CC1)c1ccccc1 (stereo not given) | ? | nt
COc1ccc(-c2cc3nc(C)n(N)c(=O)c3s2)cc1 | ? | nt
Cc1ccc(S(=O)(=O)N2CCC(C(=O)OCC(=O)N(C)Cc3ccccc3)CC2)cc1C | i | nt
Cc1ccc(/C=C2/NC(=O)N(Cc3ccc(Br)cc3)C2=O)o1 | 14.3% | -7.4
COCCN1C(=O)/C(=C/c2ccc(Oc3ccc([N+](=O)[O-])cn3)c(OC)c2)SC1=Nc1ccccc1 | 7.4% | 15.2
CCCn1cnc2scc(-c3ccc(OC)cc3)c2c1=O | ? | nt
CCOC(=O)N1CCN(CC(=O)c2ccc(O)cc2O)CC1 | i | -15.8
NNC(=O)c1ccc(COc2cccc3ccccc23)cc1 | 6.7% | -9.9
CC(=O)Nc1ccc(N=Cc2ccc[nH]2)cc1 | i | nt
Cc1ccc(C(C)C)c(OCCCN2C(=O)NC(C)(C)C2=O)c1 | ? | nt
C=CCn1c(SCC(=O)Nc2nc(C)cs2)nnc1C(C)NC(=O)c1ccccc1Cl (stereo not given) | -13.8% | -6.7
CCCC1C(=O)N(Cc2ccccc2)C(=O)CC1C (stereo not given) | -8.3% | -7.8
Cc1ccc2nc(NC(=O)C3CSC4(C)CCC(=O)N34)sc2c1 (stereo not given) | ? | nt
Cc1c(Cl)cccc1NC(=O)Cn1c(CCC(=O)O)ccc1-c1ccccc1 | ? | nt
CCCCNC(=O)CCn1nc(-c2ccc(Cl)cc2)ccc1=O | ? | nt
COc1ccc(Cc2nc(C(=O)Nc3ccccc3)cs2)cc1 | i | nt
Cc1cccc(/C=N/NC(=O)c2cc(C)nc3ccccc23)n1 | ? | nt
COc1ccc(C(=O)N2CCn3c(C)ccc3C2C)cc1 (stereo not given) | ? | nt
COc1ccc(CNC(=O)c2ccc(Cn3nc(C)cc3C)o2)cc1 | ? | nt
CCN(CC)C(=O)CSc1nnc([C@H](CCSC)NC(=O)OC(C)(C)C)o1 | ? | nt
COc1ccc(OC)c(C2=NS(=O)(=O)N(C)C(C(=O)Nc3ccc(F)cc3F)=C2)c1 | ? | nt
COc1ccc(-c2nc(NC(=O)Cn3ccc(C(F)(F)F)n3)sc2C)cc1 | ? | nt
Cn1c(C(=O)NCc2ccco2)cc2c(=O)[nH]c3ccccc3c21 | 5.9% | -3.2
CN(CC(=O)Nc1ccccc1Cl)C(=O)COC(=O)C1CC1 | ? | nt
COc1ccc(NC(=O)COc2ccccc2C)cc1S(=O)(=O)N1CCCCC1 | ? | nt
O=c1nc(N/N=C/c2c[nH]c3ccccc23)cn[nH]1 | ? | nt
O=C(CCN1C(=O)c2ccccc2S1(=O)=O)NCc1ccccc1 | ? | nt
CCN(CC)C1CCN(C(=O)c2cc(COc3cccc4cccnc34)on2)C1 (stereo not given) | ? | nt
COc1ccccc1N1CCN(C(=O)CSc2nnc(NC(=O)c3ccco3)s2)CC1 | 9.4% | -5.3
CCc1ccccc1NC(=O)Cn1nnc(-c2cccnc2)n1 | ? | nt
CCCCn1c(N)c(N(CC(C)C)C(=O)c2ccc(-n3c(C)ccc3C)cc2)c(=O)[nH]c1=O | 23.0%[0.0737 µM] | -8.1
COc1ccccc1-c1cc(C(=O)Nc2ccc(F)cc2F)no1 | ? | nt
COc1ccc(-c2noc(CCC(N)=O)n2)cc1OC | ? | nt
Cc1ccc(-c2nn(C)c(=O)c3ccccc23)cc1CN1CCCCC1 | ? | nt
O=C(CSCc1ccc(C(=O)O)cc1)Nc1ccc2ccccc2c1 | 11.1% | 16.3
CCOC(=O)N1CCN(C2OC(=O)c3ccccc32)CC1 (stereo not given) | ? | nt
CCOc1ccccc1NC(=O)CSc1nnc(CNC(=O)c2c(F)cccc2Cl)o1 | ? | nt
Nc1nc(-c2ccccc2)c(N=Nc2cccnc2)s1 | -18.6% | 16.0
C=CCn1c(O)c(CN2CCOCC2)c(C)c(C#N)c1=O | ? | nt
O=C(CNS(=O)(=O)c1ccc(Br)cc1)N1CCOCC1 | i | -13.5
Cc1cccc(OCc2nnc(SCC(=O)Nc3ccc(C)c(C)c3)o2)c1 | 2.3% | 11.2
N#Cc1cccc(NC(=O)CNc2cccc(S(=O)(=O)N3CCCCC3)c2)c1 | ? | nt
CCn1cc(C(=O)O)c(=O)c2cc3c(cc21)OCO3 | 9.9% | 8.6
CC(=O)c1cccc(NC(=O)CN2C(=S)NC(C)(C)CC2C)c1 (stereo not given) | ? | nt
COc1ccccc1C1CC(c2ccccc2)Nc2ncnn21 (stereo not given) | ? | nt
CCOc1ccc(CCNC(=O)CCS(=O)(=O)c2ccc(Br)cc2)cc1OCC | -11.3% | -6.1
O=C(NCc1ccco1)C1CCCN1C(=O)NCc1ccccc1 (stereo not given) | ? | nt
COc1ccc(C(C)=O)cc1CSc1nnc(-c2ccccc2O)n1-c1ccccc1 | -4.5% | -0.6
CCN1CCN(c2oc(/C=C/c3ccccc3)nc2C#N)CC1 | ? | nt
C#CCOCCOCCOCCNc1nc(N2CCN(C(=O)[C@H]([C@@H](C)CC)n3cc([C@@H](N)CO)nn3)CC2)nc(N2CCN(C(=O)[C@H]([C@@H](C)CC)n3cc([C@@H](N)CO)nn3)CC2)n1 | 9.1% | 0.9
Cc1cc(C(=O)N/N=C2\CC(=O)c3ccccc32)c(C)n1-c1ccc(F)cc1 | -3.5% | -2.5
COc1ccc(C(=O)COC(=O)CCC(=O)c2cccs2)cc1 | ? | nt

Quoted at random: 5 compounds from above.
SMILES | S3 lipid droplet | S3 lipid droplet cell count max
COc1ccc(-c2cc3nc(C)n(N)c(=O)c3s2)cc1 | ? | nt
Cc1ccc(-c2nn(C)c(=O)c3ccccc23)cc1CN1CCCCC1 | ? | nt
C=CCn1c(SCC(=O)Nc2nc(C)cs2)nnc1C(C)NC(=O)c1ccccc1Cl (stereo not given) | -13.8% | -6.7
COc1ccc(C(=O)COC(=O)CCC(=O)c2cccs2)cc1 | ? | nt
CCOc1ccccc1NC(=O)CSc1nnc(CNC(=O)c2c(F)cccc2Cl)o1 | ? | nt

Next records follow:
SMILES | S3 lipid droplet | S3 lipid droplet cell count max
C=CCOc1cccc(C2C(C(=O)c3ccc(C)o3)=C(O)C(=O)N2Cc2ccncc2)c1 (stereo not given) | 15.8% | 9.2
Nc1nonc1-n1nnc(C(=O)N/N=C/c2ccc(F)cc2)c1-c1cccs1 | i | 28.1
NC(=O)COC(=O)c1ccc2noc(-c3ccccc3)c2c1 | 0.2% | -26.6
CCOC(=O)Cn1cc(/C=C(\C#N)C(=O)N2CCOCC2)c2ccccc21 | i | nt
Cn1c2ccsc2c2ncn(Cc3ccccc3F)c(=O)c21 | ? | nt
COc1cc(/C=N/n2c(C)n[nH]c2=S)ccc1OCc1ccc(F)cc1 | ? | nt
CC(=O)N1CCN(C(=O)c2ccc(OC3CCN(CCc4ccccc4)CC3)cc2)CC1 | 1.3% | 16.1
CC1(O)c2ccccc2C(=O)N1CCc1ccccc1F (stereo not given) | -13.4% | -5.8
Cc1ccc(NC(=O)CN2C(=O)S/C(=C\c3ccccn3)C2=O)cc1 | -10.8% | -6.8
CN(C)/C(=N\S(=O)(=O)c1ccccc1)c1ccc(Cl)cc1 | 1.0% | 9.1
C=CCN(CC=C)C(=O)c1cccc(S(=O)(=O)N2c3ccccc3CC2C)c1 (stereo not given) | 11.7% | 6.2
Cn1c(C(=O)N2CCCC(C(=O)NCc3cccs3)C2)cc2sccc21 (stereo not given) | ? | nt
CCCc1cc(=O)[nH]c(SCC(=O)NCc2ccc3c(c2)OCO3)n1 | ? | nt
S=c1nc(-c2csc3c2CCCC3)[nH][nH]1 | 20.7% | -7.8
O=S(=O)(Cc1ccccc1)Nc1ccc(Br)cn1 | ? | nt
O=C(Nc1c2c(nn1-c1cccc(Cl)c1)CS(=O)(=O)C2)C1CC1 | ? | nt
CN(C)CCCOc1ccc2c(c1)Sc1ccccc1CC2=O | ? | nt
O=C(NCc1ccc(Cl)cc1Cl)c1ccc2nc[nH]c2c1 | ? | nt
O=C(CCCOc1ccc(Cl)cc1Cl)Nc1ccccc1C(=O)O | 3.1% | 10.1
COC(=O)CN1C(=O)C(O)(CC(=O)c2ccc(C)cc2)c2ccccc21 (stereo not given) | ? | nt
CC1(C)CC(=NOC(=O)c2ccccc2)CC(C)(C)N1 | ? | nt
CN1C(C(=O)c2ccccc2)=C(N)c2ccccc2S1(=O)=O | 25.8% | 13.8
CCOc1ccc(NC(=O)COC(=O)CCC(=O)c2cccs2)cc1 | ? | nt
CCOc1ccc(-n2c(N)c(C(=O)NCc3ccco3)c3nc4ccccc4nc32)cc1 | 1.3% | -9.3
Cc1nn(Cc2ccccc2Cl)c2sc(C(=O)OC3CCCC3=O)cc12 (stereo not given) | ? | nt
O=C(Cn1nc(Cc2cccnc2)c2ccccc2c1=O)NCC1COc2ccccc2O1 (stereo not given) | ? | nt
O=C(CCCCCN1C(=O)c2ccccc2C1=O)Nc1nccs1 | 17.2% | -17.3
COCCNC(=O)CN1C(=O)CSc2ccc(S(=O)(=O)N3CCOCC3)cc21 | i | 0.3
CCSc1nnc(NC(=O)c2cc3c(s2)CCCC3)s1 | ? | nt
Clc1ccc(OCCCN2CCc3ccccc3C2)c(Br)c1 | ? | nt
O=C(Nc1cc(Oc2ccccc2)cc([N+](=O)[O-])c1)C12CC3CC(C1)CC(n1cnc(Cl)n1)(C3)C2 | ? | nt
CC(C)C(=O)N=c1sc2cccc(F)c2n1C | 21.4% | 19.6
c1ccc2c(c1)OC(CCCN1CCCCC1)c1ccccc1S2 (stereo not given) | -2.5% | -15.5

A portion of the library, so the mix of outcomes need not match the whole.
